PMI act hi M6P: increases human PMI activity with near-saturating mannose 6-phosphate; coupled PMI enzyme assay, resazurin fluorescence, 20 min; hits give high values; 1 = untreated enzyme, 0 = substrate-free blank; activation factor at 20 µM; 190,000 compounds, 0.34% hits; AID 1216;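 active means activation factor of 2 or more at 20 µM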
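test system = human PMI in coupled enzyme assay | medium = HEPES-buffered pH 7.4 with magnesium and detergent | also added = 1.0 mM mannose-6-phosphate substrate with 0.22 mM NADP+ | compound = 20 µM single dose | times = 20 min incubation at room temperature | measured by = resorufin fluorescence (Ex 544/Em 590 nm) from resazurin via diaphorase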
Diaph inh CS: counter-screen for diaphorase-based assays: diaphorase inhibitors and chemical oxidizers | diaphorase resazurin-to-resorufin fluorescence, NADH, 16 min; bacterial (C. kluyveri) enzyme, not human | inhibition, % at 20 µM | 190,000 compounds, 0.69% hits;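 active means primary screen inhibition at 20 µM above a set limit, cut at about 50% in these data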;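 further: plate controls were DMSO with full reaction for no effect and wells lacking NADH for full effect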
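System: Diaphorase enzyme from Clostridium kluyveri | Amount: Enzyme working solution with 0.14 U/mL diaphorase | Benchmarks: No-NADH positive control and DMSO neutral control | Signal: Fluorescence of resorufin formed from resazurin, Ex 544/Em 590 nm | Schedule: 16-min room-temperature incubation before reading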
PMI act: activators of human phosphomannose isomerase; purified human PMI, coupled resazurin fluorescence, 20 min; hits give high values; 1 = vehicle control, 0 substrate-free wells; activation factor at 20 µM; 190,000 compounds, 0.005% hits; AID 1214;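 active means activation factor of 2 or more at 20 µM, relative to plate controls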
G6PDH CS: counter-screen for G6PDH assay hits: L. mesenteroides G6PDH inhibition. inhibition, % at 5 µM. 200,000 compounds, 0.12% hits. Purified L. mesenteroides G6PDH, diaphorase/resazurin coupled fluorescence, 45 min; in the data active means inhibition above about 50%
TR-FRET SRC-2 ct: flags TR-FRET format artefacts in PPARgamma SRC-2 recruitment agonist screen; TR-FRET artefact counter-screen; hits give high values; TR-FRET ratio at 8 µM; 200,000 compounds, 0.4% hits; AID 1049; in the data active means TR-FRET ratio above about 2000; further: inactives centre near 1500
S1P3 antag: blocks the human S1P3 receptor. Q99500. CHO S1P3 NFAT-BLA reporter, FRET fluorescence, antagonist mode. inhibition, % at 4.98 µM. 170,000 compounds, 0.27% hits. AID 485;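 active means inhibition above the plate cutoff, the mean inhibition of test wells on that plate plus 3 SD, cut at about 28% in these data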;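 further: cells challenged with S1P at its EC80 of 0.8 µM; blue over green emission ratio from cleaved BLA substrate after 4 h stimulation; 0% = S1P-stimulated wells and 100% = unstimulated DMSO-only wells; some compounds past the cut are filed as inactive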
PPARg SRC-2 ag: agonists of SRC-2 recruitment by human PPARgamma | activation, % at 8 µM | 200,000 compounds, 0.34% hits | P37231 | PPARgamma LBD-SRC-2 recruitment, biochemical | AID 1032; in the data active means activation above about 22%;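 further: 0% = vehicle and 100% = reference agonist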
Target sequence (P37231 whole entry, looked up, the tested form may be a part): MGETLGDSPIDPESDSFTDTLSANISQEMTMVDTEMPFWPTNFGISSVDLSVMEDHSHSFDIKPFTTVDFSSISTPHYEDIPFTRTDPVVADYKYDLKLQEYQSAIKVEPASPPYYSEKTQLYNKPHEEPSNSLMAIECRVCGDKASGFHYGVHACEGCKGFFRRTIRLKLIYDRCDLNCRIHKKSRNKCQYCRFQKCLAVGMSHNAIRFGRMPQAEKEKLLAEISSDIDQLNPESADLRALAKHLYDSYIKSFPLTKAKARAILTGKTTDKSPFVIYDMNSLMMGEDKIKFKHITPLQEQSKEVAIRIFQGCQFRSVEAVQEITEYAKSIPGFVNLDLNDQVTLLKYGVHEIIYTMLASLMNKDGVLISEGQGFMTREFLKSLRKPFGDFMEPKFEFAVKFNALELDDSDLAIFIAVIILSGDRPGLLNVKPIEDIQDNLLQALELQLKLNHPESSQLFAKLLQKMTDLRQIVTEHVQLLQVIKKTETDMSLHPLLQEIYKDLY
ROMK mod: human ROMK K+ channel modulation, primary screen. B-score at 10 µM. Tet-inducible ROMK, thallium flux fluorescence; actives lie on both sides. 130,000 compounds, 2% hits. AID 1918;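 active means signal ratio slope over the read window, or its plate-corrected B-score, at least 3 SD from the plate mean, either direction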;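 further: B-score of the F/F0 ratio slope over 7 to 12 s after thallium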
Target sequence (P48048 whole entry, looked up): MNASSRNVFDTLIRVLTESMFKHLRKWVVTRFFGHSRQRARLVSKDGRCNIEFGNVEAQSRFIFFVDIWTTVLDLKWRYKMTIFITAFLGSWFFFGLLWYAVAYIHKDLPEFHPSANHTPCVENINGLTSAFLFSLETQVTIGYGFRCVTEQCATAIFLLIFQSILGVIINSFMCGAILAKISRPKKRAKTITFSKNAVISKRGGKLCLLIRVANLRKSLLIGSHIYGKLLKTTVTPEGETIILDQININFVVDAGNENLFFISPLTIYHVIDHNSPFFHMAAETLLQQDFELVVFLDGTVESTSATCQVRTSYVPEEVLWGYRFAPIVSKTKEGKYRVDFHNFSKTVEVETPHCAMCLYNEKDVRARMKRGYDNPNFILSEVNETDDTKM
Diaph act CS: diaphorase activation or chemical reduction counter-screen; 190,000 compounds, 0.005% hits; activation factor at 20 µM; AID 1229; Diaphorase/resazurin coupled assay, resorufin fluorescence, 16 min; hits give high values; 1 = vehicle wells, 0 = NADH-free wells;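 active means diaphorase activity raised at least twofold by the compound at 20 µM; inactive means activation factor below 2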
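Material: Purified diaphorase enzyme from Clostridium kluyveri | Buffer or medium: 50 mM HEPES pH 7.4 with 4.542 mM MgCl2, 0.005% Tween 20 | Times: 16 min enzyme reaction, ambient temperature | Signal: Red resorufin fluorescence at 544/590 nm excitation/emission | Measure: Increased resorufin signal from activators or reducing compounds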
PPARg SRC1 recr: agonists of human PPARgamma SRC-1 coactivator recruitment | PPARgamma-SRC-1 coactivator recruitment biochemical assay | activation, % at 8 µM | 200,000 compounds, 0.41% hits | AID 631; in the data active means activation above about 19%;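 further: 0% = DMSO and 100% = reference agonist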
PPARg SRC3 recr: promotes SRC-3 coactivator recruitment by human PPARgamma; P37231; 200,000 compounds, 0.26% hits; biochemical PPARgamma/SRC-3 coactivator recruitment assay; activation, % at 8 µM; in the data active means activation above about 23%;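 further: 0% = DMSO and 100% = reference agonist; some compounds past the cut are filed as inactive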
Numbers without * were called inactive; . = no result given.

SMILES	PMI act hi M6P	Diaph inh CS	PMI act	G6PDH CS	TR-FRET SRC-2 ct	S1P3 antag	PPARg SRC-2 ag	ROMK mod	Diaph act CS	PPARg SRC1 recr	PPARg SRC3 recr
Cc1ccc(/C(O)=C2/C(=O)C(=O)OC2c2ccc(Cl)cc2)cc1 (stereo not given)	1	8	1	-1	1450	.	8	.	0.9	13	2
CN(C)S(=O)(=O)c1ccc(C(=O)OCC(=O)Nc2cccnc2Cl)cc1	1.1	5	1.2	3	1567	-1	0	0.19	0.9	9	4
Cc1ccc(NC(=O)NN2CCOCC2)cc1	1.1	7	1	0	1396	-1	3	0.038	0.9	4	-3
O=C(C1=C(O)C(=O)N(c2ncccn2)C1c1cccs1)c1ccco1 (stereo not given)	1.4	29	1.4	9	1776	-26	19	-0.28	0.7	7	6
O=C(O)c1ccccc1NC(=O)N1CCOCC1	1	9	1.1	6	1608	-20	0	-0.25	0.9	4	3
COc1ccc(-n2c(COc3cccc4ccccc34)nnc2SCC#N)cc1	0.9	24	0.9	0	1492	.	1	-1.6	0.8	-2	5
Cc1cc(=O)[nH]c(-c2cccnc2)n1	1.1	-7	1.1	3	1530	1	-2	-0.39	1.1	-3	-2
Brc1cccc(/C=N/Nc2nc(N3CCCCC3)nc(N3CCCCC3)n2)c1	.	.	.	11	1514	-12	-1	0.073	.	-2	-2
CCOC(=O)/C=c1\s/c(=C\c2ccc(C(F)(F)F)cc2)c(=O)n1CC(=O)NCc1ccco1	1.1	6	1	13	1387	2	2	.	0.9	-6	1
COc1ccc(CNC(=O)Cn2nc(-c3ccc4c(c3)OCCO4)ccc2=O)cc1	1	14	0.9	4	1660	7	4	0.54	0.9	4	2
COC(=O)C1=C(SC)N(c2ccccc2)C(c2ccccc2)CC1=O (stereo not given)	1	-2	1	3	1529	3	-9	.	1	0	-2
CC(=O)Nc1ccc(N2C(=O)CSC2c2c(F)cccc2Cl)cc1 (stereo not given)	0.5	21	0.9	6	1499	.	9	.	0.8	-1	5

Reprinted from the part before: four compounds, then new ones.
SMILES	PMI act hi M6P	Diaph inh CS	PMI act	G6PDH CS	TR-FRET SRC-2 ct	S1P3 antag	PPARg SRC-2 ag	ROMK mod	Diaph act CS	PPARg SRC1 recr	PPARg SRC3 recr
CCOC(=O)/C=c1\s/c(=C\c2ccc(C(F)(F)F)cc2)c(=O)n1CC(=O)NCc1ccco1	1.1	6	1	13	1387	2	2	.	0.9	-6	1
COc1ccc(CNC(=O)Cn2nc(-c3ccc4c(c3)OCCO4)ccc2=O)cc1	1	14	0.9	4	1660	7	4	0.54	0.9	4	2
COC(=O)C1=C(SC)N(c2ccccc2)C(c2ccccc2)CC1=O (stereo not given)	1	-2	1	3	1529	3	-9	.	1	0	-2
CC(=O)Nc1ccc(N2C(=O)CSC2c2c(F)cccc2Cl)cc1 (stereo not given)	0.5	21	0.9	6	1499	.	9	.	0.8	-1	5
O=C(c1ccc(Cl)c([N+](=O)[O-])c1)N(Cc1cccc(Cl)c1)C1CCS(=O)(=O)C1 (stereo not given)	1	4	0.9	18	1622	-9	14	-0.38	1	4	5
CCN(CC)CCn1c(NCc2ccccn2)nc2ccccc21	1.1	4	1.1	7	1611	.	10	-0.92	1	4	7
CCC(=O)Nc1ccc(-c2nnc(SCC(=O)Nc3nccs3)n2C)cc1	1	4	1	-2	1718	-29	3	0.33	1	4	10
COc1cc(NC(=O)Nc2ccccc2)c(OC)cc1NC(=O)CN1CCCCC1	1	7	0.9	5	1658	7	2	-0.13	0.9	8	-16
O=C(C1=C[C@H](c2ccccc2)C[C@H](OCc2ccc(CO)cc2)O1)N1CCN(Cc2ccccc2)CC1	0.7	35	0.8	8	1439	-9	3	.	0.7	9	-7
CC(=O)c1ccc(NC(=O)c2ccccc2Sc2ncnc3sc(C)c(C)c23)cc1	1	15	1.1	16	1687	-2	1	0.088	0.9	0	0
COc1ccc(C(=O)NC(=S)Nc2cccnc2)cc1[N+](=O)[O-]	1.1	14	1	1	1707	-11	7	-0.016	0.9	-1	0
COc1ccccc1Nc1nc(C)cc(=O)[nH]1	0.9	12	0.8	6	1643	-45	-5	0.42	0.9	7	6
Cc1cccc(N(CC(=O)N2CCN(c3ccccc3F)CC2)S(C)(=O)=O)c1	1	-2	1.1	22	1689	-14	2	0.39	1	5	2
C/C(=N\NC(=O)c1ccc(Cl)cc1)c1cccs1	0.9	12	1	0	1666	2	9	-0.77	0.9	6	6
CC1=Nc2ccc(Br)cc2C(c2ccccc2)N1CC(=O)NN (stereo not given)	0.9	6	1	2	1450	-12	1	.	0.9	-5	6
C/C(=N\NC(=O)CN(c1ccccc1Br)S(C)(=O)=O)c1cccs1	1.2	-5	1.1	11	1464	-9	5	0.084	1	10	4
COC(F)(C(=O)Nc1ccc2c(c1)C(=O)NC2=O)C(F)(F)F (stereo not given)	0.9	15	0.9	2	1473	-24	0	-0.85	0.9	-7	-3
O=C(NS(=O)(=O)Oc1ccc(F)c(Cl)c1)OC[C@@H]1CCCN2CCCCC12 (stereo not given in full)	1	6	1.1	2	1602	-6	-6	1.4	0.9	-1	3
CC(C)CCNC(=O)CN(C(=O)CCC(=O)Nc1ccccn1)c1ccc2c(c1)OCCO2	1.1	0	1.1	9	1633	.	-3	.	1	-2	10
c1ccc(OCCCCN2CCOCC2)cc1	1.1	5	1.1	2	1787	.	7	0.33	0.9	0	7
Cc1ccc(C(=O)NC(=S)N2CCN(c3ccccc3F)CC2)cc1	0.9	12	0.9	-7	1322	-11	-4	3.4*	0.9	-1	2
CC(=O)Nc1ccc(S(=O)(=O)N2CCC(c3nc4ccccc4[nH]3)CC2)cc1	1	-4	1	28	1416	-6	0	.	1	-2	-7
Cc1c(NC(=O)C(Sc2ccccc2)c2ccccc2)cccc1[N+](=O)[O-] (stereo not given)	0.9	18	0.9	9	1784	.	2	.	0.8	2	9
Cc1cccc(Cn2nc(-n3cccc3)c3c(C)cc(C)nc32)c1	0.9	18	0.9	6	1609	2	3	0.37	0.8	8	5
OCCCn1c(-c2ccccc2)csc1=Nc1ccccc1	1.1	8	1.1	2	1544	-1	4	.	0.9	3	3
COC(=O)c1cc2n(n1)CCN(Cc1ccc(C)cc1)C2=O	1	12	1	-8	1373	.	4	.	0.9	-6	1
CC(C)CC(=O)NC(=S)Nc1cccc2nsnc12	0.7	19	1.1	0	3677*	11	87*	0.32	0.8	135*	62*
O=C(CCC1CCCCC1)Nc1ccc(C(=O)c2ccncc2)cc1	0.9	18	1	0	1607	23	0	0.016	0.8	4	5
CN1CCc2c(sc3c2C(=O)NC(c2ccccn2)N3)C1 (stereo not given)	0.7	-19	0.9	14	1481	-26	10	.	1.2	6	1
CCCCCCC(=O)N/N=C/Cc1ccccc1	1.1	-4	1	12	1536	.	7	.	1	-6	4
O=C(CSc1ncccn1)N/N=C/c1cccc(OC2CSC2)c1	1	-2	1	8	1633	-2	3	1.2	1	12	0
O=C(CN1CCOCC1)NC1CC2CCC1C2 (stereo not given)	1.2	-4	1	31	1518	-5	5	0.59	1	0	-6
O=C(NN1C(=O)c2cc(Br)ccc2NC1c1cc(Br)cc(Br)c1O)c1ccncc1 (stereo not given)	1.1	31	1.1	5	1575	3	7	0.96	0.7	-2	3
Cc1ccc(C2=NN(C(=O)C3CCCO3)C(c3ccco3)C2)cc1 (stereo not given)	1.1	5	1	2	1511	6	2	-1.6	1	-2	0
CCCCOc1c(Br)cc(/C=C2\N=C(C)OC2=O)cc1OCC	1.1	-3	1.1	10	1647	.	9	.	1	-4	6
Cc1ccccc1NC(=O)c1sc(NC(=O)COc2ccccc2)c(C#N)c1C	1	7	0.9	-23	1662	-7	4	.	0.9	-8	-1
CCN(CC)S(=O)(=O)N1CCC(C(=O)NCc2ccc3c(c2)OCO3)CC1	1	13	1	4	1502	0	11	-0.23	0.9	6	6
C/C(=N/OC(=O)C1CC1)c1cc(-c2ccc(Cl)cc2)no1	1	-8	1	6	1576	-4	4	0.13	1.1	9	7
CCC1Oc2ccccc2N(CC(=O)NCCC2=CCCCC2)C1=O (stereo not given)	1	13	1	6	1601	21	-2	-0.3	0.9	-4	-6
COC(=O)[C@H](Cc1ccccc1)NC(=O)NCC1CCCO1 (stereo not given in full)	1	5	1	3	1602	-21	-4	.	1	-2	-2
C[C@H](NC(=O)c1nc[nH]c1C(=O)N[C@@H](C)c1ccccc1)C(=O)OC(C)(C)C	0.9	3	0.9	15	1601	-13	3	.	1	9	3
O=C(COC(=O)c1ccccc1C(=O)c1ccc(Cl)cc1)NCCc1ccccc1	1	8	0.9	1	1585	-13	4	0.047	0.9	4	5
COc1c2c(nc3ccccc13)OC(C(C)(O)CO)C2 (stereo not given)	1	16	0.9	3	1551	.	0	0.76	0.8	4	0
S=c1[nH]c2ncccc2o1	1.3	7	1.1	-4	1457	-4	1	0.2	0.9	4	5
Clc1ccc(-c2cn3c(n2)CCC3)cc1	1.1	12	1.1	11	1642	.	7	0.52	0.9	8	-11
O=C(CSc1nc2ccccc2[nH]1)NCc1ccc(F)cc1	1	0	1	13	1586	-8	4	-0.76	1	-3	-2
CCOC(=O)C(CC)n1nc(C)n2c(cc3occc32)c1=O (stereo not given)	0.9	0	0.8	9	1693	.	17	1.5	1	2	3
CCCCCOc1ccc(NC(=O)C(=O)NCCC2=CCCCC2)cc1	1.1	6	1.1	0	1549	.	11	.	0.9	-4	4
CN1CCN(c2nc(-c3cc4ccccc4o3)cs2)CC1	1	18	1.1	-2	1405	-10	-2	.	0.8	-2	3
CCCCN(C)C(=O)c1cn(C)c2ccc(S(=O)(=O)N(C)C)cc2c1=O	1	5	1.1	4	1576	87*	6	.	0.9	6	8
COc1ccccc1CN(Cc1cc2cc(C)cc(C)c2[nH]c1=O)Cc1nnnn1CC1CCCO1 (stereo not given)	0.9	26	1	9	1748	6	14	-4.1*	0.7	8	7
COc1cccc(C2c3c(oc4ccc(Cl)cc4c3=O)C(=O)N2c2cc(C)on2)c1OC (stereo not given)	1	4	1	5	1504	-5	7	0.22	1	7	7

Screening results: PubChem BioAssay, several laboratories
